High-throughput results deposited in PubChem by several laboratories.
Diaph inh CS: inhibits diaphorase or chemically oxidizes, flagging diaphorase assay artifacts; diaphorase resazurin-to-resorufin fluorescence, NADH, 16 min; bacterial (C. kluyveri) enzyme, not human; inhibition, % at 20 µM; actives 0.69% (n = 190,000);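 active means primary screen inhibition at 20 µM above a set limit, cut at about 50% in these data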;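 further: plate controls were DMSO with full reaction for no effect and wells lacking NADH for full effect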
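Assay system: diaphorase enzyme from Clostridium kluyveri. Quantity: enzyme working solution with 0.14 U/mL diaphorase. Schedule: reaction incubation of 16 min at room temperature. Technique: resorufin fluorescence, excitation 544 nm, emission 590 nm. Controls: No-NADH positive control and DMSO neutral control.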
TNAP inh hiacc: TNAP (human) inhibition, high acceptor | purified TNAP, CDP-star luminescence, 1 M DEA | inhibition, % at 20 µM | actives 0.03% (n = 200,000);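 active means over 50% inhibition of tissue-nonspecific alkaline phosphatase at 20 µM in the single-dose screen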;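 further: plate controls were DMSO wells for no effect and EDTA-quenched wells as full inhibition for full effect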
Target sequence (P05186 whole entry, looked up): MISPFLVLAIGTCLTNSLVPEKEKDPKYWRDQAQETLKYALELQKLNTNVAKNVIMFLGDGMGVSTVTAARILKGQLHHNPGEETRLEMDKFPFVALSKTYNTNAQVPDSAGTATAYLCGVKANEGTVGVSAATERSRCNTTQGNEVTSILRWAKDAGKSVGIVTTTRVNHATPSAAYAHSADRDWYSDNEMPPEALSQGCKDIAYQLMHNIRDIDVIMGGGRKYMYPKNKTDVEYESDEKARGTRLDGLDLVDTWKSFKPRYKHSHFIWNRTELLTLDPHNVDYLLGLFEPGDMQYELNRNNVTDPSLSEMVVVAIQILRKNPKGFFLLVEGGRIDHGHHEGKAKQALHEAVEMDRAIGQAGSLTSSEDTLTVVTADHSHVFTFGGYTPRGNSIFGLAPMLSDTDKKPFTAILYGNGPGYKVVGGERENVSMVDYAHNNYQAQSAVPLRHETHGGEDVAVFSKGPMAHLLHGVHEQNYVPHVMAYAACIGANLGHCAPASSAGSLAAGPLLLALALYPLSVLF
L major viab: Leishmania major promastigote growth inhibition; Leishmania major promastigotes, resazurin fluorescence viability; inhibition, % at 10 µM; actives 9% (n = 200,000); in the data active means inhibition above about 50%;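 further: promastigotes grown with compound for 44 hours at 28 °C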
TNAP act hiacc: TNAP (human) activation, high acceptor; P05186; purified TNAP, CDP-star luminescence, 1 M DEA, 30 min; hits give high values; 0 = EDTA background, 1 = DMSO-only activity; activation factor at 20 µM; 200,000 tested, under 10 active; AID 1136;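 active means activation factor at least 2 at 20 µM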
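Control set: EDTA negative control, DMSO positive control / Assay system: human TNAP / Quantity: TNAP 1/800 final / Evaluation: TNAP activation factor scaled between EDTA and DMSO control wells / Measured by: luminescent substrate turnover signal / Compound dosing: one dose, 20 µM / Times: 30 min enzyme reaction at room temperature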
PMI act hi M6P: activators of human phosphomannose isomerase at near-saturating mannose 6-phosphate | coupled PMI enzyme assay, resazurin fluorescence, 20 min; hits give high values; 1 = untreated enzyme, 0 = substrate-free blank | activation factor at 20 µM | actives 0.34% (n = 190,000) | AID 1216;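 active means activation factor of 2 or more at 20 µM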
Target sequence (P34949 whole entry, looked up): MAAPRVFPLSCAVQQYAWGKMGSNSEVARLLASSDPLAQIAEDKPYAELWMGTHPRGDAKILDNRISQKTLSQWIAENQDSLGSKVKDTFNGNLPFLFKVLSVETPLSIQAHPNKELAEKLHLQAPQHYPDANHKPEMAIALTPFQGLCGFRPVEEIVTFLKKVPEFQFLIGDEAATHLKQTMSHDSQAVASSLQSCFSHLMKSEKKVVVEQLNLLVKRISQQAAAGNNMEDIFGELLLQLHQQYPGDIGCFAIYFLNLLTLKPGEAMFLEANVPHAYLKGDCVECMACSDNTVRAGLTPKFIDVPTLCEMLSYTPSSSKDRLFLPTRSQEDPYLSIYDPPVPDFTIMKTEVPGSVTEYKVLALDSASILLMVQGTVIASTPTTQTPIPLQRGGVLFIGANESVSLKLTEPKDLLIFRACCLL
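Test system: human phosphomannose isomerase with PGI, G6PDH, diaphorase coupling enzymes; amount: 15 ng/mL PMI; incubation: enzyme reaction with compound 20 min at room temperature; technique: resorufin fluorescence (Ex 544/Em 590 nm) from resazurin via diaphorase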
Diaphorase act: activates diaphorase or chemically reduces, flagging diaphorase assay artifacts; actives 0.005% (n = 190,000); activation factor at 20 µM; Diaphorase/resazurin coupled assay, resorufin fluorescence, 16 min; hits give high values; 1 = vehicle wells, 0 = NADH-free wells; AID 1229;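 active means diaphorase activity raised at least twofold by the compound at 20 µM; inactive means activation factor below 2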
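Material: Purified diaphorase enzyme from Clostridium kluyveri | Buffer or medium: 50 mM HEPES pH 7.4 with 4.542 mM MgCl2, 0.005% Tween 20 | Times: 16 min enzyme reaction, ambient temperature | Signal: Red resorufin fluorescence at 544/590 nm excitation/emission | Measure: Increased resorufin signal from activators or reducing compounds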
bIAP activator: increases bovine intestinal alkaline phosphatase activity. purified bovine IAP, CDP-star luminescence, 30 min; hits give high values; fold of DMSO-control signal, blank-subtracted. activation factor at 20 µM. actives 0.17% (n = 200,000);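 active means activation factor of 2 or more at 20 µM, a signal rise over negative controls twice the positive control's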
PMI activator: increases human mannose-6-phosphate isomerase activity. activation factor at 20 µM. purified human PMI, coupled resazurin fluorescence, 20 min; hits give high values; 1 = vehicle control, 0 substrate-free wells. AID 1214. actives 0.005% (n = 190,000);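 active means activation factor of 2 or more at 20 µM, relative to plate controls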
TNAP inh no acc: blocks human TNAP activity with no phosphate acceptor present; P05186; purified TNAP, CDP-star luminescence, 30 min; inhibition, % at 20 µM; actives 0.26% (n = 200,000);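 active means tissue-nonspecific alkaline phosphatase inhibition above about 50% at 20 µM in the single-dose screen, limit read from the data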;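 further: 0% = DMSO negative control and 100% = EDTA positive control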
bIAP inhibitor: intestinal alkaline phosphatase (bovine) inhibition. purified bovine IAP, CDP-star luminescence, 30 min. inhibition, % at 20 µM. 190,000 tested, under 10 active;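 active means over 50% inhibition of intestinal alkaline phosphatase at 20 µM in the single-dose screen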
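Assay system – bovine IAP enzyme · Quantity – bovine IAP at 1/65,000,000 final dilution · Detection – CDP-star luminescence signal · Times – 30 min reaction at room temperature · Also added – CDP-star substrate at 30 µM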
Starred values were filed as active, the others as inactive.

SMILES	Diaph inh CS	TNAP inh hiacc	L major viab	TNAP act hiacc	PMI act hi M6P	Diaphorase act	bIAP activator	PMI activator	TNAP inh no acc	bIAP inhibitor
Cc1nc(-c2ccccc2)nc2[nH]c(-c3ccccc3)cc(=O)c12	-8	3	29	1	1.1	1.1	0.9	1.1	-7	10
CCOC(=O)CSc1nc2c(c(=O)n1-c1ccc(OC)cc1)SCC2	-5	-3	1	1	1	1.1	0.9	1	-11	8
CC1(C)CC(=O)C(C=NCCN2CCN(C3CC(=O)N(c4ccc(Br)cc4)C3=O)CC2)=C(O)C1 (stereo unspecified)	4	-4	3	1	1	1	0.9	1	-10	6
NNC(=O)c1cc2ccccc2cc1O	9	2	64*	1	1	0.9	0.9	0.9	-11	14
COc1ccc(S(=O)(=O)N2CCCC2C(=O)Nc2ccc(C(C)=O)cc2)cc1 (stereo unspecified)	13	-5	-4	1	0.8	0.9	0.9	0.8	-20	11
CCNCc1cc(Br)c(OCC(=O)Nc2ccccc2)c(OC)c1	10	-5	101*	1.1	1	0.9	0.9	1.1	-12	6
O=S(=O)(Nc1ccc(Br)cn1)c1cccs1	0	-6	4	1.1	1.1	1	1	1.1	-8	0
Cn1nc(-c2ccc(N3CCOCC3)c(NS(=O)(=O)c3ccc(Cl)cc3)c2)c2ccccc2c1=O	20	-4	13	1	1	0.8	1	0.8	-8	1
Cc1ccc(S(=O)(=O)N2CCC(=O)N(CCOC(=O)Nc3ccc(F)cc3)CC2)cc1	0	-1	2	1	1.1	1	1.2	1	-9	-19
O=C(O)c1cccc(NC(=S)N/N=C/c2cccc(O)c2)c1	-5	8	-4	0.9	1.1	1.1	1.1	1.1	9	-8
COC(=O)C(NNc1ccc(F)cc1)(NC(=O)c1ccccc1)C(F)(F)F (stereo unspecified)	15	-7	4	1.1	2.9*	0.9	0.8	1.7	-10	22
O=C(COC(=O)c1ccc([N+](=O)[O-])s1)Nc1ncc(C(F)(F)F)cc1Cl	20	1	-6	1	0.7	0.8	1	0.9	-12	-1
Cc1cccc(NC(=O)Nc2nnc(N3CCCCC3C)s2)c1C (stereo unspecified)	4	-6	-1	1.1	1	1	0.9	1.1	-12	10
CC/C(=C/c1sc2ccc(C)cc2[n+]1CCCS(=O)(=O)[O-])SC	7	1	17	1	2.7*	0.9	1	1.9	-5	-2
c1ccc2c(c1)Cn1nc(Cc3nc4c(s3)CCCC4)nc1-2	15	-7	-2	1.1	0.9	0.9	1.2	1	-14	-20
O=C(Cc1ccc(F)cc1)Nc1cccc(-c2ccc3nncn3n2)c1	-3	-5	-1	1	1	1	1	1	-14	3
COc1ccc(C(=O)CSc2nnc(-c3ccco3)c(-c3ccco3)n2)cc1	62*	4	99*	1	0.7	0.4	0.9	1.1	-4	5
Cc1sc2ncnc(NCCCN3CCCC3=O)c2c1C	-4	-6	-4	1.1	1.1	1	1.2	1.1	-24	-24
CCC(C)NC(=O)C1CCN(S(=O)(=O)N2CCOCC2)CC1 (stereo unspecified)	11	-6	2	1.1	0.9	0.9	1.1	1	-6	-7
O=C(NCC(c1cccnc1)N1CCN(c2ccc(F)cc2)CC1)c1ccco1 (stereo unspecified)	13	-3	72*	1	0.9	0.9	1	1	-8	-2

Of the compounds above, these have a CF3 group:
SMILES	Diaph inh CS	TNAP inh hiacc	L major viab	TNAP act hiacc	PMI act hi M6P	Diaphorase act	bIAP activator	PMI activator	TNAP inh no acc	bIAP inhibitor
COC(=O)C(NNc1ccc(F)cc1)(NC(=O)c1ccccc1)C(F)(F)F (stereo unspecified)	15	-7	4	1.1	2.9*	0.9	0.8	1.7	-10	22
O=C(COC(=O)c1ccc([N+](=O)[O-])s1)Nc1ncc(C(F)(F)F)cc1Cl	20	1	-6	1	0.7	0.8	1	0.9	-12	-1

The listing continues.
SMILES	Diaph inh CS	TNAP inh hiacc	L major viab	TNAP act hiacc	PMI act hi M6P	Diaphorase act	bIAP activator	PMI activator	TNAP inh no acc	bIAP inhibitor
O=C(CCN1C(=O)C2CCCCC2C1=O)Nc1nc(-c2ccc(F)c(F)c2)cs1 (stereo unspecified)	9	-5	-8	1.1	1	0.9	0.9	0.9	-10	11
Cc1csc(=Nc2ccc(S(=O)(=O)N3CCOCC3)cc2)n1Cc1ccco1	37	-6	18	1.1	0.9	0.6	1	1	-16	-4
CC(CCc1ccccc1)NC(=O)CSc1nc(N)cc(N)n1 (stereo unspecified)	13	-5	-4	1	0.9	0.9	1	0.9	-14	-2
CCCCCC1CCC(c2nnc(SCC(C)=O)o2)CC1 (stereo unspecified)	17	-4	-9	1	1	0.8	1	1	-18	2
N=c1n(CC(=O)c2ccc([N+](=O)[O-])cc2)c2ccccc2n1Cc1ccccc1Cl	11	0	101*	1	1	0.9	0.9	1	3	10
CC(=O)c1c(C)[nH]c(C(=O)NCCc2ccc(Cl)cc2)c1C	20	-2	3	1	0.9	0.8	0.9	1	-8	6
OC1(c2ccccc2)C/C(=N\n2cnnc2)C=C1c1ccccc1 (stereo unspecified)	16	-4	-4	1	0.9	0.8	0.9	1	-10	9
O=C(NC1CCCCCC1)c1cccc(COCC(F)(F)F)c1	16	-5	-2	1.1	0.9	0.8	0.9	1	-9	9
COc1ccc(/C=C/C(=O)Oc2cc(C)[nH]c(=O)c2[N+](=O)[O-])cc1OC	16	-3	1	1	1.1	0.8	1	1.1	-10	3
COc1ccc(C(=O)/C=C/c2ccc(OC3CSC3)cc2)cc1OC	18	3	12	1	0.9	0.8	0.9	0.7	-13	9
CCOC(=O)N1CCN(C(=O)c2ccccc2-c2ccccc2)CC1	9	-5	-4	1	1.1	0.9	1.2	1	-13	-15
COc1cccc(C2C(C#N)=C(C)NC3=C2C(=O)CC(C)(C)C3)c1 (stereo unspecified)	7	1	-2	1	0.9	0.9	1.1	0.9	-2	-10
O=C(O)c1cnc(-c2ccccc2)nc1Sc1ccc(Cl)cc1Cl	15	-2	-8	1	1	0.9	1	0.9	-11	2
CCOC(=O)c1ccc(N2C(=O)c3n[nH]c(C)c3C2c2ccc(OC)cc2)cc1 (stereo unspecified)	15	-7	31	1.1	1	0.8	1.8	0.9	-3	-82
COC(=O)c1cc(-c2ccc(OC)c(OC)c2)on1	12	1	3	1	1	0.9	1	1	5	2
CCn1cc(/C=N\NC(=O)c2ccc(F)cc2)cn1	-4	4	-8	1	0.9	1	0.9	1	-5	11
CCOc1cc(CN2CCN(C(=O)CC(C)C)CC2)ccc1OC	8	-1	-7	1	1.1	0.9	1.1	1	-11	-11
O=C(CSc1nnc2ccccn12)Nc1cccc(S(=O)(=O)N2CCOCC2)c1	23	-1	-1	1	1	0.8	0.9	0.9	-6	9
COc1ccc(CCC(=O)Nc2nc3ccccc3[nH]2)cc1OC	3	-8	-1	1.1	1	1	1.2	1	-22	-18
COc1ccc(CN(C(=O)c2ccccc2OC)C2CCS(=O)(=O)C2)cc1 (stereo unspecified)	0	0	-1	1	0.9	1	1	0.9	-6	3

Quoted at random: 2 entries already listed.
SMILES	Diaph inh CS	TNAP inh hiacc	L major viab	TNAP act hiacc	PMI act hi M6P	Diaphorase act	bIAP activator	PMI activator	TNAP inh no acc	bIAP inhibitor
COc1cccc(C2C(C#N)=C(C)NC3=C2C(=O)CC(C)(C)C3)c1 (stereo unspecified)	7	1	-2	1	0.9	0.9	1.1	0.9	-2	-10
COc1ccc(CN(C(=O)c2ccccc2OC)C2CCS(=O)(=O)C2)cc1 (stereo unspecified)	0	0	-1	1	0.9	1	1	0.9	-6	3

Additional records follow:
SMILES	Diaph inh CS	TNAP inh hiacc	L major viab	TNAP act hiacc	PMI act hi M6P	Diaphorase act	bIAP activator	PMI activator	TNAP inh no acc	bIAP inhibitor
COc1cc(CNn2nnnc2N)ccc1OCc1c(Cl)cccc1Cl	11	-3	6	1	1.1	0.9	0.9	1	-13	6
CN(Cc1ccccc1F)c1nc(-c2cccs2)nc2ccccc12	-1	-4	79*	1	1	1	1	1.1	5	-5
COc1ccc(N2CCN(C(=O)c3cn(C4CCCC4)c(=O)c4c3c3ccccc3n4C)CC2)cc1	29	-6	40	1.1	1	0.7	1	0.9	-14	1
COc1ccc(/C=C2/SC(=O)N(CCNC(=O)C3COc4ccccc4O3)C2=O)cc1 (stereo unspecified)	7	4	-2	1	1.1	0.9	0.9	1	1	9
Cc1ccc(NC(=O)CCCCCC2NC(=O)NC2C)cc1 (stereo unspecified)	-6	-4	5	1	1	1.1	1	1	-8	4
Cc1ccc(-c2noc(C3CCN(S(C)(=O)=O)CC3)n2)o1	19	-5	-7	1.1	0.9	0.8	1	0.9	-7	2
CC1Cn2c(CCc3ccccc3)nnc2S1 (stereo unspecified)	-4	-5	-15	1.1	1	1	1	0.9	-9	-1
COc1cc(C2NC(=O)NC(C)=C2C(=O)Nc2cccc(C)c2C)cc(OC)c1OC (stereo unspecified)	19	0	-3	1	0.8	0.8	1.1	1	-8	-8
CCC(C)n1c(SCc2ccc([N+](=O)[O-])cc2)nc2ccsc2c1=O (stereo unspecified)	17	-2	20	1	1	0.8	0.8	0.9	-4	21
COC(=O)CC1=NN(c2ccccc2)C(=O)C1	-14	-2	-3	1	1.1	1.1	1.1	1.2	-9	-6
CCOC(=O)Cn1c(N)c(C(=O)OC)sc1=S	11	-2	-3	1	1.1	0.9	1	1.1	-10	1
CN(C)CCCN(C(=O)c1ccco1)c1nc2ccc(Br)cc2s1	12	10	43	0.9	0.9	0.9	1.2	1	-201	-20
COc1cc(S(=O)(=O)NCCOC23CC4CC(CC(C4)C2)C3)c(OC)cc1Cl	-1	-4	43	1	1.2	1	0.9	1	20	13
NC(=O)CSc1nc2ccc([N+](=O)[O-])cc2[nH]1	3	1	1	1	1.1	1	0.9	1.1	25	11
COc1cccc(NC(=O)CSc2nncn2N)c1	15	0	-9	1	1	0.9	0.9	1	-6	11
O=C(CSc1nnc(Cc2cccs2)n1-c1ccccc1)NC1CCCCC1	0	1	-7	1	1.2	1	1.2	1.1	-4	-20
Fc1ccc(C2CC(c3cccs3)=NN2C(=S)Nc2ccccc2)cc1 (stereo unspecified)	15	-1	53*	1	1	0.9	0.8	0.9	-18	15
O=C(NCc1ccc(Cl)cc1)C1CCN(S(=O)(=O)c2ccccc2)CC1	32	-9	-6	1.1	0.9	0.7	0.9	0.9	-10	10
CCN1C(=O)C(O)(CC(=O)c2ccc3c(c2)OCCO3)c2ccccc21 (stereo unspecified)	-8	-6	-3	1.1	1.1	1.1	1	1.1	-15	-1
CC(C)Cc1nn2c(N)c(/C=C3\C=Nc4ccccc43)c(=O)nc2s1	7	17	14	0.8	1	0.9	0.7	1	83*	34
